Bioassay records from PubChem.
Lipid storage S3: qHTS Assay for Lipid Storage Modulators in Drosophila S3 Cells | AID 2685 | actives 0.64% (n = 320,000) | Potency in µM for hits, for the others lipid storage change, negative = inhibition, % at the top dose, mostly 46.1 µM | Drosophila S3 cells, BODIPY lipid droplet fluorescence, 18-24 h; cells fed with added oleic acid; active = well fitted inhibition curve with a large enough effect in the signal ratio, with a control signal flat, not every such curve was filed as active; inconclusive = small, poorly fitted or top-dose-only effect, or effect the other way, or a change in a side signal; the % refers to the signal ratio
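Laser-scanning cytometry quantifies lipid droplet accumulation (500–530 nm total intensity; droplet/cell object ratio) in oleic acid-fed (400 uM added) Drosophila S3 cells treated with a concentration series. 20 uM Triacsin C defined 100% inhibition.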
Lipid storage S3 cell count max: further read-out of Lipid storage S3, marked with its call; cell number change, %; measured here: cell count max response;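 cells counted by Cell Tracker Red CMTPX staining in the red channel; peak over a dose series mostly up to 46.1 µM; percent activity relative to internal control wells on each plate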
The depositor's hits bear a star; i = inactive; ? = inconclusive; . = no result given; [ ] = another dose, or the depositor's remark. % is scaled to controls: 0 for no effect and ±100 for the full control effect; potency is read from the fitted curve at half-maximal effect. Only part of the results is shown, so the mix of outcomes need not match the whole.

Structure	Lipid storage S3	Lipid storage S3 cell count max
O=c1c2ccccc2nc(/C=C/c2cccc([N+](=O)[O-])c2)n1CCO	-2%	-16
COc1ccc(C(=O)[C@H]2[C@H]3C(=O)N(c4ccccc4)C(=O)[C@H]3C3C=CC=NN32)cc1 (stereo not given in full)	-4%	-10
COc1ccc(/C=C(/NC(=O)c2ccccc2)C(=O)N/N=C/c2sccc2C)cc1	-1%	1
CCOC(=O)N1CCN(C(=O)C2CCCN(S(=O)(=O)c3ccc(OCC)cc3)C2)CC1 (stereo not given)	i	-10
CCc1noc(C)c1C(=O)NCCc1c[nH]c2ccccc12	i	.
COc1ccc(CCNC(=O)/C=C/C(=O)O)cc1OC	?	.
COC(=O)CC(NS(=O)(=O)c1cccs1)c1ccc2c(c1)OCO2 (stereo not given)	?	.
CCCCNC(=O)Nc1nnc(-c2ccc(Cl)cc2)o1	?	.
O=C(CC1=NC2(CCCC2)Cc2ccccc21)N1CCOCC1	9%	-13
CCNC(=O)Nn1c(C)nnc1C	i	.
CC(=O)Nc1ccc(NC(=S)NC(=O)C2CCCC2)cc1	i	16
Cc1nnc(SCC(=O)Nc2ccc(N3CCOCC3)cc2)n1Cc1ccccc1	?	.
Cc1cc2cc(CNC(=S)NCc3ccccc3)ccc2n1C	-1%	19
COc1ccc(NC(=O)CN(C)C(=O)c2csc3c2CCCC3)cc1	i	.
CCc1ccc(NC(=O)NCCN2CCCCC2)cc1	?	.
CCOc1ccc(OCC)c(NC(=O)CCn2c(=O)oc3ccccc32)c1	8%	-15
Cc1[nH]n(-c2ccccc2)c(=O)c1N=Nc1cccc(C(=O)O)c1	0%	-5
CCCCC(c1nnnn1CCOC)N1CCN(Cc2ccccc2)CC1 (stereo not given)	10%	0
COc1cccc(C2CC(c3ccccc3)Nc3nc(N)nn32)c1 (stereo not given)	8%	8
O=C(Nc1ccccc1N1CCCCC1)c1cccs1	?	.
O=C(CCN1CCN(c2ccccc2)CC1)NNC(=O)Cc1ccc(Br)cc1	?	.
O=C(NCc1ccc(F)cc1)C1Cc2ccccc2CN1C(=O)c1ccco1 (stereo not given)	?	.
CC(=O)NCCc1nc2cc(NC(=O)c3ccccc3Cl)ccc2n1C	?	.
O=C(NCCc1ccccc1)c1cc(-c2ccncc2)nc2ccc(S(=O)(=O)N3CCOCC3)cc12	i	28
Nc1ccccc1SCc1cn2cccnc2n1	i	.

In the list so far, these contain a thiophene ring, fused or not:
Structure	Lipid storage S3	Lipid storage S3 cell count max
COc1ccc(/C=C(/NC(=O)c2ccccc2)C(=O)N/N=C/c2sccc2C)cc1	-1%	1
COC(=O)CC(NS(=O)(=O)c1cccs1)c1ccc2c(c1)OCO2 (stereo not given)	?	.
COc1ccc(NC(=O)CN(C)C(=O)c2csc3c2CCCC3)cc1	i	.
O=C(Nc1ccccc1N1CCCCC1)c1cccs1	?	.

Later entries:
Structure	Lipid storage S3	Lipid storage S3 cell count max
O=C(COc1ccc(S(=O)(=O)N2CCCC2)cc1[N+](=O)[O-])N1CCCC1	-1%	14
CC(C)(C)n1nnnc1C(c1ccc(Cl)cc1)N1CCSCC1 (stereo not given)	-1%	2
CCOC(=O)CSc1nc(-c2ccc(OC)cc2)ns1	-27%	.
COCc1nnc(NC(=O)CCc2ccccc2)s1	i	-12
O=C(O)c1ccc(Cl)c(S(=O)(=O)Nc2ccccc2N2CCOCC2)c1	?	.
O=C(COc1ccccc1F)N1c2ccccc2CCc2ccccc21	-5%	-4
CC(NCC(=O)Nc1ccccc1C(=O)NC1CC1)c1ccc(F)cc1F (stereo not given)	?	.
CCOC(=O)CNc1ccc(OC(F)(F)F)cc1	?	.
Cn1c(C(=O)OC(C(=O)NC2CCCC2)c2ccncc2)cc2sccc21 (stereo not given)	?	.
Cc1ccc2[nH]c(=O)c(CN(CCCN3CCOCC3)C(=O)Nc3ccc(Cl)cc3)cc2c1	-10%	-22
COc1ccccc1-n1nc(C(=O)Nc2ccc3c(c2)OCO3)c2ccccc2c1=O	i	9
CCS(=O)(=O)N1Cc2ccccc2CC1C(=O)Nc1nc2ccccc2[nH]1 (stereo not given)	17%	-7
CN(C)Cc1nc2ccccc2c(=O)n1Cc1nc(C(C)(C)C)cs1	?	.
CC(C)C[C@H](NC(=O)OC(C)(C)C)C(=O)N[C@@H](CO)[C@H](O)[C@@H]1C[C@@H]1C(=O)NC1CC1	?	.
CC(C)CCN1CCN(Cc2cccn2-c2nccs2)CC1CCO (stereo not given)	-12%	-9
Cc1cccc(Sc2c([N+](=O)[O-])ncn2C)n1	?	.
O=C(CSc1ccsc1[N+](=O)[O-])NCCc1ccc(Cl)cc1	?	.
Cc1ccc(S(=O)(=O)Nc2ccccc2CNc2ncc(Br)cc2Br)cc1	?	.
Cn1ccsc1=NC(=O)c1ccc([N+](=O)[O-])o1	i	3
O=C(NCCCN1CCOCC1)C(C(=O)c1ccccc1)n1ccccc1=O (stereo not given)	?	.
CSc1ccc(C2CC(=O)Nc3nc(SC)[nH]c(=O)c32)cc1 (stereo not given)	?	.
Cn1cccc1C(=O)NC(=O)CSc1nc2ccccc2s1	i	23
CSc1ccccc1NC(=O)CN1CC(C)OC(C)C1 (stereo not given)	-48%	.
Cc1cc2c(=O)n(C)c(SCC(=O)c3cc4ccccc4o3)nc2s1	?	.
Cn1cnnc1Sc1cc(N2CCN(S(=O)(=O)c3ccc(Cl)c(Cl)c3)CC2)ccc1[N+](=O)[O-]	i	.

Whole records from above.
COc1ccccc1-n1nc(C(=O)Nc2ccc3c(c2)OCO3)c2ccccc2c1=O in the list: Lipid storage S3 = i; Lipid storage S3 cell count max = 9
CC(NCC(=O)Nc1ccccc1C(=O)NC1CC1)c1ccc(F)cc1F (stereo not given) in the list: Lipid storage S3 = ?; Lipid storage S3 cell count max = .

(listing goes on)
Structure	Lipid storage S3	Lipid storage S3 cell count max
Cc1cccc(NC2=C(Cl)C(=O)OC2NC(=O)c2ccccc2)c1 (stereo not given)	?	.
O=C(NCCCn1ccnc1)c1noc2c1CCCC2	12%	-16
CCN(CC)S(=O)(=O)c1cc(NC(=O)CNc2c(C)n(C)n(-c3ccccc3)c2=O)ccc1C	?	.
COCCN1CCn2c(nc3cc([N+](=O)[O-])ccc32)C1	-1%	1
O=C(COC(=O)Cc1cn2ccsc2n1)NCc1ccc2c(c1)OCO2	?	.
CN1CCN(c2ccccc2NC(=O)Cc2cn(C)c3ccccc23)CC1	11%[9.22 µM]	9
CCCCCCCNC1=CC(=O)CC(c2ccco2)C1 (stereo not given)	?	.
COc1ccc(NC(=O)CSc2nnc(CC(=O)Nc3ccc(F)cc3)n2C)cc1	?	.
Cc1ccc(NC(=O)CSc2cccc[n+]2[O-])c([N+](=O)[O-])c1	?	.
O=C(COC(=O)c1ccc(Cl)cc1Cl)Nc1cccc(S(=O)(=O)NC2=NCCC2)c1	-1%	5
O=C(NCCCN1CCOCC1)C1CC(=O)N(CCc2ccccc2)C1 (stereo not given)	?	.
COc1ccc(CNS(=O)(=O)c2c(C)[nH]c(C)c2C(=O)N2CCCCC2)cc1	8%	13
Cc1ccc(-c2[nH]ncc2/C=C(\C#N)C(=O)NC2CCCCC2)cc1	i	.
COc1cccc(/C=C2\SC(=S)N(CCCC(=O)N3CCCCC3CCO)C2=O)c1 (stereo not given)	i	.
O=C(Nc1ccccn1)Nc1ccccc1[N+](=O)[O-]	?	.
Cc1cc(C(=O)COC(=O)c2ccc[nH]c2=O)c(C)n1C1CC1	3%	-9
Nc1c(NCc2ccccc2)c(=O)c1=O	?	.
O=C1CCN(Cc2nc(-c3ccc(Cl)cc3)no2)CCN1	3%	21
CCc1ccc(NC(=O)C2(C)Cc3ccccc3C(=O)O2)cc1 (stereo not given)	19%	4
CCCC(=O)N/C(N)=N/c1nc(C)c2ccccc2n1	7%	11
C=CCN1C(=NC(=O)CCC(=O)O)SC2CS(=O)(=O)CC21 (stereo not given)	?	.
FC(F)Oc1ccc(/C=N/N2CCCCC2)c(OC(F)F)c1	16%	5
O=C(C[n+]1cc(Br)cc2ccccc21)c1ccccc1	?	.
O=C(COC(=O)c1n[nH]c(=O)c2ccccc12)c1ccccc1	?	.
CNC(=O)CN(c1ccc(C23CC4CC(CC(C4)C2)C3)cc1)S(C)(=O)=O	?	.

Rewritten as labelled records: part of the list above
CCc1ccc(NC(=O)C2(C)Cc3ccccc3C(=O)O2)cc1 (stereo not given)
  Lipid storage S3: 19%
  Lipid storage S3 cell count max: 4
CCN(CC)S(=O)(=O)c1cc(NC(=O)CNc2c(C)n(C)n(-c3ccccc3)c2=O)ccc1C
  Lipid storage S3: ?
  Lipid storage S3 cell count max: .
O=C1CCN(Cc2nc(-c3ccc(Cl)cc3)no2)CCN1
  Lipid storage S3: 3%
  Lipid storage S3 cell count max: 21
O=C(COC(=O)c1ccc(Cl)cc1Cl)Nc1cccc(S(=O)(=O)NC2=NCCC2)c1
  Lipid storage S3: -1%
  Lipid storage S3 cell count max: 5

(listing goes on)
Structure	Lipid storage S3	Lipid storage S3 cell count max
COc1ccccc1NC1=C(Cl)C(=O)OC1OC(=O)c1ccco1 (stereo not given)	4%	12
Cc1ccc(OCc2nc(-c3ccccn3)no2)c(Br)c1	?	.
CCc1cc2c(CN3CCN(Cc4ccccc4)CC3)cc(=O)oc2cc1O	?	.
CCCc1ccc(S(=O)(=O)Nc2ccc(C)c(NS(C)(=O)=O)c2)cc1	10%	3
CC1(C)Cc2c(c(-c3ccco3)nc3sc4c(NCCO)ncnc4c23)CO1	0%	-4
N#Cc1c(C(F)(F)F)cc(-c2ccc(F)cc2)nc1SCC(=O)O	17%	1
CC(C)(O)C#Cc1ccc(C(=O)N2CCC(C(N)=O)(N3CCCCC3)CC2)cc1	?	.
O=C(CCNS(=O)(=O)c1cccc2nsnc12)N1CCN(c2ccccn2)CC1	?	.
Cc1onc(-c2ccccc2)c1C(=O)N1CCN(c2ccccn2)CC1	?	.
COc1ccc(C2C(C(C)=O)=C(C)N=c3s/c(=C\c4ccco4)c(=O)n32)c(OC)c1 (stereo not given)	16%	-16
CCn1cc([N+](=O)[O-])c(C(=O)N2N=C3/C(=C/c4cccs4)CCCC3C2c2cccs2)n1 (stereo not given)	3%	2
O=C(O)c1cccc(N2C(=O)/C(=C/c3ccc([N+](=O)[O-])cc3)C=C2c2ccccc2)c1	?	.
Cc1ccc2c(c1)N(C(=O)CCC(=O)NCc1ccccn1)CC(C)O2 (stereo not given)	?	.
CSc1ccccc1NC(=O)CN(C)Cc1c(O)ccc2ccccc12	?	.
CCC(C)(C)n1nnnc1C(c1ccc(F)cc1)N1CCC(C(N)=O)CC1 (stereo not given)	-10%	6
CC1(C)Cc2c(cnn2-c2cccc(F)c2)C(NC(=O)CSc2ccncc2)C1 (stereo not given)	?	.
CN(C(=O)c1ccccc1Cl)C1CCCCC1	i	-10
Cn1c(NC(=O)c2ccccc2)c(-c2cccs2)c(=O)c2ccccc21	i	18
COC(=O)C(C)N(C(=O)c1cccc(Cl)c1)c1c(C)cccc1C (stereo not given)	i	.
Fc1ccccc1N1CCN(C(c2ccccn2)c2nnnn2C2CCCCC2)CC1 (stereo not given)	?	.
O=C1c2ccccc2C(=O)C1c1ccncc1	?	.
OCC[C@@H]1C[C@@H](O)[C@H](O)[C@@]2(CCCc3ccccc3O2)O1	?	.
Cc1ccc(C(=O)NC(O)C(Cl)Cl)cc1 (stereo not given)	-1%	6
O=C(Nc1ccccc1)c1cccc(-c2nnc(-c3ccccc3)o2)c1	?	.
CCn1nnnc1SCC(=O)c1cccc(OC)c1	i	.

New compounds follow
Structure	Lipid storage S3	Lipid storage S3 cell count max
Cc1cc(C(=O)N2CCc3ccccc32)c2ccccc2n1	14%	-19
COc1ccc(N(C(=O)c2ccccc2OC)C2C=CS(=O)(=O)C2)c(OC)c1 (stereo not given)	i	.
COc1ccc([N+](=O)[O-])cc1NCC(=O)c1ccc(C)cc1	?	.
CCCn1c(=O)[nH]c(=O)c2c1nc(-c1ccc3c(c1)OCCO3)n2CCN1CCOCC1	?	.
CC12CN3CCN(CC(C3)/C1=N\N=C1/C3CN4CCN(C3)CC1(C)C4)C2	-4%	-5
Cc1ccc(/C=N/NC(=O)c2ccc3c(c2)OCCO3)s1	0%	8
CCc1ccc(C(=O)COC(=O)c2ccccc2OC)cc1	i	-16
CCc1nnc(NC(=O)CSCc2cc(=O)n3nc(C(C)C)sc3n2)s1	?	.
CCc1ccc(-n2c(C)n[nH]c2=S)cc1	24%	14
Cc1ccccc1Nc1nc(N)nc(COC(=O)CCS(=O)(=O)c2ccccc2)n1	?	.
N#CNC(=Nc1cccc(F)c1)SCc1ccccc1F	?	.
O=C(NCc1ccco1)C1CCCN(S(=O)(=O)c2cnc[nH]2)C1 (stereo not given)	?	.
Cc1onc(-c2ccc3c(c2)OCO3)c1-c1ccc2[nH]ccc2c1	?	.
Cc1ccc(Nc2ccc(C(F)(F)F)cc2[N+](=O)[O-])cc1	?	.
COc1cccc(OCCCCSc2ncccn2)c1	?	.
Cn1c(=O)n(C)c2cc(CN3C(=O)OC(C)(C)C3(C)O)ccc21 (stereo not given)	i	.
O=C(CCSc1nnc2ccccn12)Nc1ccc(F)cc1	?	.
CC(C)(C)OC(=O)N1CCC[C@H]1c1nnc(SCC(=O)Nc2ccc(Br)cc2)o1	-3%	6
